GSK3A inh = blockers of GSK3A enzyme activity – biochemical, luminescence, cell-free homogeneous, HTS, primary screen | Glycogen synthase kinase-3 alpha (Homo sapiens), P49840 | GSK-3 alpha kinase, ADP-Glo luminescence, 60 min | inhibition, % at 10 µM | 320,000 compounds, 0.1% hits | AID 2650, 2010;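 in the data active = inhibition above about 50%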;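 note: GST-tagged GSK-3 alpha with peptide substrate and 25 µM ATP; 0% = DMSO neutral wells and 100% = GW8510 positive control wells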
Target sequence (P49840 whole entry, looked up): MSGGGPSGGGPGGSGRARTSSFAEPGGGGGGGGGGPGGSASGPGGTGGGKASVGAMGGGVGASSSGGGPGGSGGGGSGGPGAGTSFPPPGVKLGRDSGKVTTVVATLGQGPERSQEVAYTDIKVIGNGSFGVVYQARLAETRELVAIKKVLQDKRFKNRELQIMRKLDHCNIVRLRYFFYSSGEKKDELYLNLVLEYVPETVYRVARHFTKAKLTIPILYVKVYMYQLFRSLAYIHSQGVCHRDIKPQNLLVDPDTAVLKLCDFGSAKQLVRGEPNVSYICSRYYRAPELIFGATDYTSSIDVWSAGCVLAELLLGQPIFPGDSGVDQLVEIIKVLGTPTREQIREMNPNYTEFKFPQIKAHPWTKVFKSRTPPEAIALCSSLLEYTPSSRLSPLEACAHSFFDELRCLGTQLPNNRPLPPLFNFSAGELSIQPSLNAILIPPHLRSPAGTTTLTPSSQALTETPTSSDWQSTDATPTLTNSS
IEC-6 cytotox = cytotoxicity in IEC-6 intestinal epithelial cells, primary screen, cytotoxicity control for KLF5 inhibitor project, cell-based, luminescence; inhibition, % at 5 µM; IEC-6 cytotoxicity, luminescence viability; 290,000 compounds, 0.78% hits; in the data active = inhibition above about 22%;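 note: 0% = plate median of test compound wells and 100% = cytotoxic reference compound wells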
HSF-1 act = HSF-1 activators, primary screen, NIH3T3-HGL cells, MG132 stress, luminescence, single point; NIH3T3-HGL HSF-1 luciferase reporter, 8 h; 100% = twice DMSO control signal; activation, % at 9 µM; 300,000 compounds, 1.7% hits; AID 504408, 2011;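 active = mean replicate activation of at least 50% with a set share of replicates each reaching 50%; inconclusive = only one of those two conditions met; inactive = mean below 50% and too few replicates reaching it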;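 note: 0% = median of the neutral control wells and 100% = twice that signal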
GSK3beta inhib = human GSK3beta kinase inhibitors, primary screen, biochemical, cell-free homogeneous, HTS | GST-GSK3beta kinase, ADP-Glo luminescence, 60 min; stronger effect = lower value | activity score (negative = inhibition), % at 10 µM | 300,000 compounds, 0.038% hits | Glycogen synthase kinase-3 beta (Homo sapiens), P49841;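 active = more than half of replicate wells score below -50%, meaning over 50% inhibition versus plate controls; inconclusive = some replicates but at most half score below -50%; inactive = no replicate scores below -50%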;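 note: 0% = median DMSO wells and -100% = median GW8510 positive control wells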
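Test system: GST-tagged human GSK3beta kinase, cell-free; evaluation: activity score scaled between in-plate DMSO and GW8510 controls; measured by: ADP-Glo luminescence; incubation: 60 min reaction, RT; benchmarks: DMSO and 20 µM GW8510; reagent: peptide substrate plus 25 µM ATP (final); medium: Tris/MgCl2 kinase buffer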
HSF1 inh = HSF1 inhibitors in luciferase reporter cells, primary screen, cell-based, NIH3T3, luminescence. NIH3T3-HGL HSE-luciferase, MG132-induced, luminescence 8 h; stronger effect = lower value. activity change, negative = inhibition, % at 7.5 µM (by protocol). 300,000 compounds, 0.77% hits. AID 2098, 2009;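 active = more than half of replicate wells show activity change below -50%, luminescence cut by over half; inconclusive = some wells, but at most half, below -50%; inactive = no replicate well below -50%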;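 note: luciferase reports HSF-1 transcriptional activity via heat shock element; 0% = median of DMSO wells and -100% = zero luminescence signal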
PolyA inh = polyadenylation inhibitors in yeast reporter cells, primary screen, luminescence, S. cerevisiae; 300,000 compounds, 0.02% hits; S. cerevisiae SKY197-pL101 polyadenylation reporter, beta-gal luminescence; efflux-impaired pdr1/pdr3 knockout yeast; score 100 = 6 SD above DMSO; AID 1875, 2009; calls only at 12 µM;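 active = lowest replicate activity score at least 50, where 100 means six control SD above control mean; inconclusive = lowest score under 50 but half or more replicates reach 50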;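 note: yeast exposed to compound for 9 h at 30 °C; higher score means more reporter readthrough which indicates perturbed polyadenylation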
HSP90 refold inh = HSP90 inhibitors, primary screen, cell lysate, luminescence; 290,000 compounds, 0.91% hits; inhibition, % at 5.6 µM; Rabbit reticulocyte lysate, luciferase refolding luminescence, 3 h;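 active = inhibition above the screen-wide mean plus 3 SD, computed separately per campaign, cut at about 16% in these data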;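 note: 0% = DMSO wells and 100% = 60 µM geldanamycin wells; inhibitors lower the luminescence because luciferase stays unfolded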
KLF5 inhibitor = KLF5 expression inhibitors, primary screen, DLD-1 cells, luminescence. DLD-1 KLF5 promoter-luciferase reporter. inhibition, % at 5 µM. 290,000 compounds, 0.23% hits;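 active = inhibition above a per-plate limit of that plate's mean compound inhibition plus 3 SD, cut at about 60% in these data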;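 note: 0% = DMSO wells and 100% = LY294002 at 200 µM; higher means less KLF5 promoter-driven luciferase light; inactives centre near -14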
AI-2 QS mod = Vibrio harveyi AI-2 quorum sensing modulators, primary screen, JMH597 strain, luminescence/OD600 ratio; activity change, % at 7.5 µM; AID 2094, 2009; 300,000 compounds, 0.4% hits; Vibrio harveyi JMH597 AI-2 luminescence/OD600 ratio, 9 h; stronger effect = lower value; strain lacks LuxN and CqsS sensors; 0 = neutral-control median; in the data active = activity change below about -75%, passing the limit was not always enough; inconclusive = no clear call, values can overlap the other calls;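 note: luminescence divided by OD600 gain over 9 h not by final OD600 alone; inactives centre near 13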
aSyn 5UTR inh = MLPCN primary screen, SNCA 5' untranslated region. inhibition, % (tested at 7.5 µM). alpha-synuclein 5'UTR reporter, inhibitor activity. 300,000 compounds, 0.82% hits. AID 1813, 2009; in the data active = inhibition above about 60%; inconclusive = no clear call, values can overlap the other calls;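 note: H4 neuroglioblastoma cells stably carrying SNCA 5'UTR luciferase fusion; 0% = DMSO wells and 100% = positive control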
Numbers without * were called inactive; i = inactive; ? = inconclusive; . = not tested or not shown. Only part of the results is shown. The share of hits here may be higher or lower than overall.

1: OCCN(CCCn1c(C(F)(F)F)nc2ccccc21)c1nc(CN2CCCCC2)cs1
2: CCCC(=O)Nc1cccc(-c2cn3cccnc3n2)c1
3: COc1ccc(-c2cc(-c3ccccc3)c(C#N)c(SCC(=O)Nc3ncc(C)s3)n2)cc1
4: CCOc1ccc(Cl)cc1S(=O)(=O)N1CCCC1
5: CN(CC(=O)NCc1ccncc1)S(=O)(=O)c1ccc(F)cc1
6: COC(=O)NNC(=S)NCc1ccc(C)cc1
7: COc1cccc(/C=C(/C(=O)OCC(=O)NC2CCCCCCC2)c2ccccc2)c1
8: CCN(CC)C(=O)c1[nH]cnc1C(=O)NCC(=O)OCc1ccccc1
9: O=C(CSc1nc2ccccc2c(=O)[nH]1)Nc1ccc(N2CCOCC2)cc1
10: CC(C)CN(CC(C)C)CC(O)COc1ccc([N+](=O)[O-])cc1 (centres undefined)

Compound	1	2	3	4	5	6	7	8	9	10
GSK3A inh	-0.4	1.7	-1.2	0.1	-3.9	0.4	-4.4	-0.8	0.8	-5.1
IEC-6 cytotox	-1.9	5.2	-1.6	-1.1	0.6	8.8	-6.4	-2.9	1.0	-3.2
HSF-1 act	3.7	5.9	6.0	-1.6	-9.3	24.9	4.3	-15.2	-17.5	8.2
GSK3beta inhib	1.6	0.0	0.2	0.6	-2.3	4.9	-0.8	0.9	-0.6	3.1
HSF1 inh	10.4	-4.0	-3.1	9.2	-6.3	6.3	0.9	-1.2	-10.5	3.8
PolyA inh	i	i	i	i	i	i	i	i	i	i
HSP90 refold inh	-5.2	2.8	-0.2	-1.9	7.6	-7.2	-3.3	-3.8	0.1	2.9
KLF5 inhibitor	-6.9	-17.1	-16.5	-22.3	-8.7	-33.4	-31.2	-6.6	-7.6	-31.4
AI-2 QS mod	9.4	22.0	20.2	27.5	10.3	11.0	4.8	9.7	17.0	14.9
aSyn 5UTR inh	3.7	-37.3	7.4	24.7	14.0	18.3	4.2	3.4	19.8	-6.4

11: CC1CCN(c2c(NCC3CCC(C(=O)NCCc4ccc(Cl)cc4)CC3)c(=O)c2=O)CC1 (centres undefined)
12: CC(C)/C=N/NC(=O)c1cccc(N2CCCC2=O)c1
13: COc1ccc(OC)c(N(CC(=O)NCc2ccccn2)S(C)(=O)=O)c1
14: Cc1cccc(NC(=O)CN(C)S(=O)(=O)c2cccc3cccnc23)c1
15: COc1ccc(-c2noc(-c3cc(C)cc(C)c3)n2)cc1OC
16: O=c1cc2c(nn1Cc1ccccc1)-c1ccccc1CC2
17: Cc1cc(C(=O)NNC(=O)COc2c(C)cc(Br)cc2C)n[nH]1
18: O=C(COC(=O)c1ncc(Cl)c(Cl)c1Cl)Nc1ccccc1OC(F)F
19: Cn1c(=O)[nH]c(=O)c2c1nc(N1CCCCCC1)n2CCOc1ccccc1
20: O=C(COC(=O)CC1CC2CCC1C2)NC(=O)NCc1ccco1 (centres undefined)

Compound	11	12	13	14	15	16	17	18	19	20
GSK3A inh	-2.6	-0.9	-3.1	-0.5	-2.3	-1.1	3.8	-3.5	1.3	-3.3
IEC-6 cytotox	2.9	-7.8	8.6	3.5	5.3	11.0	-3.8	5.8	1.2	-1.5
HSF-1 act	-12.9	36.1	-6.5	-3.2	9.3	7.3	2.1	42.3	1.6	-3.4
GSK3beta inhib	3.5	1.2	0.9	0.5	-0.4	3.6	0.1	0.5	1.6	0.8
HSF1 inh	0.4	4.5	-6.8	-3.4	2.8	-3.8	-4.3	4.4	12.0	-10.0
PolyA inh	i	i	i	i	i	i	i	i	i	i
HSP90 refold inh	1.4	4.4	2.4	-0.7	-2.0	2.7	-1.2	-2.0	2.9	-2.3
KLF5 inhibitor	-14.9	-4.7	-20.9	-12.7	14.9	-3.5	-7.8	-31.7	-28.9	-1.1
AI-2 QS mod	2.2	19.7	19.4	10.6	4.9	1.8	19.5	16.4	3.9	10.2
aSyn 5UTR inh	22.6	-2.3	-3.3	-3.4	-44.9	-12.2	-21.3	7.1	26.6	-3.9

For convenience, 2 of the compounds above.
11: CC1CCN(c2c(NCC3CCC(C(=O)NCCc4ccc(Cl)cc4)CC3)c(=O)c2=O)CC1 (centres undefined)
12: CC(C)/C=N/NC(=O)c1cccc(N2CCCC2=O)c1

Compound	11	12
GSK3A inh	-2.6	-0.9
IEC-6 cytotox	2.9	-7.8
HSF-1 act	-12.9	36.1
GSK3beta inhib	3.5	1.2
HSF1 inh	0.4	4.5
PolyA inh	i	i
HSP90 refold inh	1.4	4.4
KLF5 inhibitor	-14.9	-4.7
AI-2 QS mod	2.2	19.7
aSyn 5UTR inh	22.6	-2.3

The main list resumes, repeating the 4 entries before the break.
17: Cc1cc(C(=O)NNC(=O)COc2c(C)cc(Br)cc2C)n[nH]1
18: O=C(COC(=O)c1ncc(Cl)c(Cl)c1Cl)Nc1ccccc1OC(F)F
19: Cn1c(=O)[nH]c(=O)c2c1nc(N1CCCCCC1)n2CCOc1ccccc1
20: O=C(COC(=O)CC1CC2CCC1C2)NC(=O)NCc1ccco1 (centres undefined)
21: Cc1nnsc1S(=O)(=O)Cc1ccccc1Cl
22: c1ccc(-c2noc(-c3cccc4ccccc34)n2)cc1
23: CC(C)OC(=O)c1ccc(N2CCN(c3ccc(F)cc3)CC2)nc1
24: Cc1ccc2oc(=O)c3cnn(CC(=O)N(CCN(C)C)Cc4ccco4)c3c2c1
25: COc1ccc(/C=N/OCC(=O)OCC(=O)N(C)c2ccccc2)cc1

Compound	17	18	19	20	21	22	23	24	25
GSK3A inh	3.8	-3.5	1.3	-3.3	-5.4	1.6	-1.9	6.2	-1.5
IEC-6 cytotox	-3.8	5.8	1.2	-1.5	3.5	4.9	-2.0	-0.2	.
HSF-1 act	2.1	42.3	1.6	-3.4	0.1	?	-3.9	-3.1	4.2
GSK3beta inhib	0.1	0.5	1.6	0.8	-0.4	-0.3	5.3	-2.1	-0.2
HSF1 inh	-4.3	4.4	12.0	-10.0	-1.9	30.1	-0.4	6.9	-7.0
PolyA inh	i	i	i	i	i	.	i	i	i
HSP90 refold inh	-1.2	-2.0	2.9	-2.3	0.0	2.5	-2.9	-0.9	.
KLF5 inhibitor	-7.8	-31.7	-28.9	-1.1	-29.6	10.7	-30.9	7.7	.
AI-2 QS mod	19.5	16.4	3.9	10.2	-1.4	15.1	21.0	5.5	-39.9
aSyn 5UTR inh	-21.3	7.1	26.6	-3.9	-60.2	-179.4	-11.8	28.1	3.3

Screening results from PubChem BioAssay.
